FN deposition inh – fibronectin deposition inhibition; AH1F fibroblasts, Alexa488-fibronectin deposition fluorescence, overnight; inhibition, % at 12.6 µM; 350,000 tested, 0.086% active; AID 743247;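 active means mean inhibition across replicates of 30% or more, regardless of how many single replicates reach that level; inconclusive means mean under 30% yet at least half of replicates reach 30%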;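 further: positive control wells lacked labelled fibronectin entirely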
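test system = AH1F fibroblasts assembling fluorescent fibronectin matrix | quantity = 10000 AH1F cells per well | buffer or medium = DMEM plus 2% serum, read in PBS | doses = single dose, pinned | incubation = 1 h cell attachment, overnight exposure to compound and label | detection = fluorescence at 485 nm excitation, 525 nm emission | read-out basis = inhibition from reduced deposited-fibronectin fluorescence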
miR-122 sensor – inhibitors of miR-122 in Huh7 cells. Huh7 miR-122 Renilla luciferase sensor, 48 h; neutral wells = 0, positive control = 100. activation (reporter increase), % at 12.5 µM. 340,000 tested, 0.3% active. AID 602342;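 active means mean replicate activation score at least 90 and every replicate individually at or above 90; inconclusive means only one of the two criteria met; inactive means neither criterion met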;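 further: higher luciferase means less miR-122 activity so hits act as miR-122 inhibitors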
DENV2 CPE rescue – DENV2-induced cell death inhibition. 350,000 tested, 1.7% active. CPE inhibition, % at 9.99 µM. DENV2-infected cells, cytopathic effect rescue, plate reader; in the data active means CPE inhibition above about 20%, passing the limit was not always enough; inconclusive means no clear call, values can overlap the other calls; tested in BHK-21 cells;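 further: 0% = median of neutral control wells and 100% = median of positive control wells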
PAX8 reporter – lowers PAX8-driven luciferase in RMG-I cells; RMG-I TPO-luciferase reporter, SteadyGlo, 24 h; inhibition, % at 12.6 µM; 360,000 tested, 1.2% active;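 active means mean replicate inhibition at least 60% with every replicate also reaching 60%; inconclusive means only one of the two criteria is met; inactive means mean below 60% and not all replicates reaching 60%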;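 further: luciferase light reporting Pax8 driven TPO promoter activity; plate controls were median of neutral control wells for no effect and mitoxantrone controls for full effect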
CFTR F508del cor – correctors of CFTR F508del function in bronchial epithelial cells; CFBE cells, YFP halide quenching; stimulated with forskolin plus potentiator P3; % fluorescence drop versus neutral controls; 350,000 tested, 0.36% active; activity (quench increase), % at 7.58 µM;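 active means mean added fluorescence quench of at least 8% versus neutral control, with both replicates also reaching 8%; inconclusive means only one of the mean or replicate conditions met; inactive means mean below 8% and not both replicates reaching 8%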;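 further: cells transiently co-express mutant CFTR-F508del with the halide-sensitive YFP; corrector assay measuring rescue of mutant channel to the surface after 24 h compound exposure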
EWS-Fli block – EWS/Fli transcriptional activity inhibition | A673 NR0B1-luciferase reporter, viability-normalised | inhibition, % at 12.6 µM | 350,000 tested, 0.67% active | AID 651661;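 active means mean inhibition of at least 50% after viability correction, with every replicate also passing that limit; inconclusive means mean reaches 50% but only one of two replicates passes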;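 further: firefly luciferase signal divided by Alamar Blue viability fluorescence both relative to DMSO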
GSIS activator – GLuc luminescence reporter in INS-1E cells, primary screen for activators of glucose-dependent secretion of insulin; INS-1E GLuc reporter insulin secretion, 2-3 h; activation, % at 16.6 µM; 370,000 tested, 0.61% active;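 active means lowest replicate activation of at least 40%, so every replicate reaches that level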;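 further: 0% = median of neutral control wells and 100% = median of IBMX positive control wells; some compounds called inactive have numbers as strong as hits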
* marks the source's active call; other numbers are inactive results; ? = inconclusive; / = no result given; [ ] = remark or other dose.

SMILES	FN deposition inh	miR-122 sensor	DENV2 CPE rescue	PAX8 reporter	CFTR F508del cor	EWS-Fli block	GSIS activator
Cc1cccc(NS(=O)(=O)c2cccc(C(=O)N3CCN(c4ccccn4)CC3)c2)c1	-8	14	4	-19	-2.2	2	-13
Cc1cccc(C)c1NC(=O)CN1C(=O)N(C)Cc2ccccc21	/	1	?	2	4.7	-4	2
Cc1ccc(OCC(=O)Nc2cc(Cl)ccc2-n2cncn2)c(C)c1	-5	7	8	17	1.5	-4	26
Cc1ccc(S(=O)(=O)N(C)C[C@@H]2Oc3ncc(C#CCN(C)C)cc3C(=O)N([C@H](C)CO)C[C@@H]2C)cc1	/	8[16.7 µM]	?	10	0.8	-5	6
CS(=O)(=O)c1ccccc1-c1nnc(NC(=O)C2=COCCO2)o1	/	-2	3	8	-3.4	3	8
CC(C)CC#Cc1ccc2c(c1)O[C@H](CN(C)Cc1cncnc1)[C@H](C)CN([C@H](C)CO)S2(=O)=O	/	15[16.7 µM]	-3	/	0.2	1	-16
O=C(Nc1ccc(C2CCCCC2)cc1)C1CCCN(c2ncccn2)C1 (stereo not given)	5	1	/	/	/	/	-2
COc1ccc(C2CCCN2C(=O)Nc2ccc(F)cc2)cc1OC (stereo not given)	8	-3	0	3	0.5	-10	15
CCN(CC(=O)Nc1c(F)cccc1F)C(=O)C1CCN(S(=O)(=O)c2ccc(F)cc2)CC1	/	/	28*	9	-7.4	2	2
CN(CC1CCOCC1)C(=O)CC1C(=O)NCCN1Cc1ccccc1F (stereo not given)	-8	-3	-5	-6	1.8	1	9
CCOc1ccc(Nc2ncnc3c2cnn3-c2ccccc2)cc1	3	-7	7	-2	-2.5	-47	7
C/C(=N\Nc1ncc(Cl)cc1Cl)c1ccc(C#N)cc1	10	-2	9	-23	1.1	-8	-2
CNC[C@@H]1Oc2c(NS(=O)(=O)c3c(C)noc3C)cccc2C(=O)N([C@@H](C)CO)C[C@@H]1C	-3	-10[16.7 µM]	-1	/	-1.3	2	-1
COc1cccc(CN2CCN(c3ncccn3)CC2)c1	7	-8	/	3	/	/	/
CC(C1=C(CCN(C)C)Cc2ccccc21)c1ccccn1 (stereo not given)	17	/	7	13	0.8	-7	/
CCOC(=O)CN1C(=O)C2(OCCCO2)c2cc(Br)ccc21	0	2	0	-1	-0.1	9	1
CC1(OC(=O)C2CCCC2)C(=O)C=C2C=C(c3ccsc3)N(CCCCO)C=C2C1=O (stereo not given)	3	-4	-9	14	1.3	-6	13
CSc1nc(N)nc2c1ncn2CC(=O)NCc1ccc2[nH]ccc2c1	/	0	3	7	1.2	7	10
COc1cccc(CNC(=O)CN2c3cccc4cccc(c34)S2(=O)=O)c1	-1	-3	?	11	-1.5	-14	17
CC(C)NC(=O)Nc1ccc2c(c1)C(=O)N([C@@H](C)CO)C[C@@H](C)[C@H](CN(C)C)O2	/	3[16.7 µM]	0	-10	-1.6	/	28
C[C@H](O)C#Cc1cnc2c(c1)C(=O)N([C@H](C)CO)C[C@@H](C)[C@@H](CN(C)C(=O)CN1CCOCC1)O2	/	-6[16.7 µM]	?	-13	-0.4	-15	14
COc1ccc(N2C(=O)CSC23C(=O)Nc2ccccc23)cc1 (stereo not given)	-4	-15	/	-2	/	/	/
Cn1c(C(=O)N2CCN(C(=O)c3ccco3)CC2)cc2c(=O)n(C)c3ccccc3c21	6	3	-11	13	-0.5	-42	11
O=C(C[C@H]1C=C[C@@H](NC(=O)CCN2CCCCC2)[C@H](CO)O1)Nc1ccccc1	/	/	15	6	0.4	0	13
COc1ccccc1C#Cc1cnc2c(c1)C(=O)N([C@@H](C)CO)C[C@@H](C)[C@H](CN(C)C(=O)CN(C)C)O2	/	-8[16.7 µM]	-5	/	-0.7	2	14
Going on with the list:
SMILES	FN deposition inh	miR-122 sensor	DENV2 CPE rescue	PAX8 reporter	CFTR F508del cor	EWS-Fli block	GSIS activator
Cc1nn(C)cc1/C=N/NC(=S)Nc1ccccc1	5	-8	/	-37	/	/	/
COc1ccc(S(=O)(=O)N(C)C[C@@H]2Oc3c(NS(=O)(=O)c4ccc(Cl)cc4)cccc3C(=O)N([C@H](C)CO)C[C@H]2C)cc1	3	-11[16.7 µM]	-1	-9	0.6	-5	-8
O=C(Nc1ccc2c(c1)OCCO2)c1cccc(C(=O)Nc2ccc3c(c2)OCCO3)c1	9	/	26*	-43	-3.8	-122	-26
CC1CCC(C(C)C)C(OCC(O)C[N+]2(C)CCCCC2)C1 (stereo not given)	1	-6	-1	-13	2.3	-1	/
CN(C)CC(=O)N[C@H]1CC[C@@H](CCn2cc(C3CC3)nn2)O[C@H]1CO	8	/	12	-1	1.3	3	-7
Cc1cc2cc3n(c2nn1)N=C(Cl)CC3	5	-3	-9	-4	3.1	2	7
C[C@H]1CCCCO[C@H](CN(C)Cc2ccc(C(=O)O)cc2)[C@@H](C)CN([C@@H](C)CO)C(=O)c2cc(NC(=O)c3ccncc3)ccc2O1	/	11[16.7 µM]	0	8	-0.2	-12	17
CC1C=NC(S(=O)(=O)N2CC[C@H]3[C@@H](CO)N(C)c4ccc(-c5ccccc5F)cc4[C@H]32)=N1 (stereo not given in full)	-10	-2[16.7 µM]	-5	-11	5.5	-5	-11
COc1ccccc1-c1nc(-c2ccccn2)no1	3	8	-8	49	-0.3	73*	6
COc1ccc(Cc2nnc(SCC(=O)NC(C)c3ccccc3)o2)cc1 (stereo not given)	-9	-7	/	-8	/	/	/
Cc1ccc(S(=O)(=O)N2CCC(C(=O)OCC(=O)N3CCCC3=O)CC2)cc1C	3	/	-6	-4	-0.3	10	0
O=C(O)Cc1ccc(C(=O)c2cccs2)s1	8	-6	/	-9	/	/	/
Nn1cnc2cc3ccccc3cc2c1=O	6	-5	7	-1	-6.0	-2	15
COCCNC(=O)C1CCCN(C(=O)C2(c3ccc(Cl)cc3)CCCC2)CC1 (stereo not given)	/	-1	0	-3	2.7	2	/
COc1ccccc1CNc1nc(NCc2ccc(NC(C)=O)cc2)c2sccc2n1	-18	2	16	4	-1.3	-13	-9
COCC(C)NC(=O)c1cc2c(ccc3ccccc32)oc1=O (stereo not given)	-5	7	5	-7	2.7	-59	-8
C[C@@H]1CN([C@H](C)CO)C(=O)c2cc(NC(=O)NC3CCCCC3)ccc2O[C@@H](C)CCCCO[C@H]1CN(C)S(=O)(=O)c1ccc(Cl)cc1	/	-7[16.7 µM]	-11	17	-2.7	-7	1
O=C(C[C@@H]1CC[C@H]2[C@@H](COC[C@@H](O)CN2C(=O)Nc2ccc(Cl)c(Cl)c2)O1)NC1CCC1	-4	-2[16.7 µM]	-2	2	-0.4	-8	-18
Cc1cc(C)cc(OCC(=O)Nc2cccc(-c3nnc(-c4ccco4)o3)c2)c1	-7	-6	/	/	/	/	-3
C[C@@H](O)C#Cc1ccc([C@@H]2[C@@H](CO)N3CCCCN(CC4CCOCC4)C[C@H]23)cc1	/	9[16.7 µM]	/	-5	0.0	13	17
C/C(=N/NC(=O)c1cccnc1)C1=C(O)CC(C)(C)CC1=O	-3	-3	-5	-1	-1.5	0	2
O=C(Nc1nc(-c2ccccn2)cs1)Nc1ccc(F)cc1F	-3	-2	-4	17	-1.3	-12	11
O=C(CCS(=O)(=O)c1cc2c(cc1Cl)NC(=O)CO2)NCCc1ccccc1	-5	5	15	0	-0.8	/	4
CCCNC(=O)N(C)C[C@H]1Oc2cc(C#Cc3ccccn3)ccc2S(=O)(=O)N([C@H](C)CO)C[C@@H]1C	/	19[16.7 µM]	11	/	-0.8	-4	/
N#CCSc1nc(Nc2ccc3c(c2)OCO3)c2ccccc2n1	/	/	/	/	-2.1	12	4

Overlap with the part before: five entries, then new ones.
SMILES	FN deposition inh	miR-122 sensor	DENV2 CPE rescue	PAX8 reporter	CFTR F508del cor	EWS-Fli block	GSIS activator
C/C(=N/NC(=O)c1cccnc1)C1=C(O)CC(C)(C)CC1=O	-3	-3	-5	-1	-1.5	0	2
O=C(Nc1nc(-c2ccccn2)cs1)Nc1ccc(F)cc1F	-3	-2	-4	17	-1.3	-12	11
O=C(CCS(=O)(=O)c1cc2c(cc1Cl)NC(=O)CO2)NCCc1ccccc1	-5	5	15	0	-0.8	/	4
CCCNC(=O)N(C)C[C@H]1Oc2cc(C#Cc3ccccn3)ccc2S(=O)(=O)N([C@H](C)CO)C[C@@H]1C	/	19[16.7 µM]	11	/	-0.8	-4	/
N#CCSc1nc(Nc2ccc3c(c2)OCO3)c2ccccc2n1	/	/	/	/	-2.1	12	4
CC(=O)Nc1cccc(NC(=O)CSc2nnc3ccccn23)c1	1	0	0	4	-0.4	-6	-1
CC(=O)Nc1ccc(/C(C)=N/Nc2nc(Nc3ccccc3)nc(N3CCOCC3)n2)cc1	-2	/	/	4	-6.0	-7	-9
CCN(CC(=O)Nc1sc2c(c1C#N)CCC(C)C2)Cc1nc2ccccc2c(=O)[nH]1 (stereo not given)	-19	1	4	22	2.2	8	-26
Cc1cccc(NC(=O)[C@@H]2CCCN2S(=O)(=O)c2ccc(Cl)cc2)c1	-5	/	-4	-19	1.4	-4	-14
CN(C)c1ccc2nc3c(=O)[nH]c(=O)nc-3n(CC(O)C(O)C(O)CO)c2c1 (stereo not given)	-2	/	-7	6	5.3	-74	-30
O=C(COc1coc(CN2CCN(c3ccccc3)CC2)cc1=O)NCC1CCCO1 (stereo not given)	2	0	10	-3	-1.5	-8	-2
C[N+]1(CC(=O)Nc2ccccc2Cl)CCN(C(=O)c2cccs2)CC1	-9	-3	/	17	/	/	4
CS(=O)(=O)NCc1ccc(C(=O)O)cc1	8	/	0	6	-1.7	-7	12
Cc1ccc(S(=O)(=O)CCC(=O)Nc2sccc2C#N)cc1	/	5	-1	50	0.6	2	1
CCn1cc(C(=O)N[C@H](C(=O)O)C(C)C)c(=O)c2cc3c(cc21)OCO3	/	/	-5	2	3.7	-1	-11
CN(C)c1ncnc2c1ncn2[C@H]1CN(C2CCCC2)C[C@@H](CO)O1	-1	-1	-15	8	1.6	1	13
CCOc1ccc2nc(S(=O)(=O)NC(=O)C3(C)CCN3C(=O)c3cccc(F)c3)sc2c1 (stereo not given)	4	-4	2	1	3.4	1	-1
c1ccc(-c2ccccc2OCCCCN2CCCCCC2)cc1	-17	8	1	9	-0.1	15	-6
C[C@@H]1CCCCO[C@@H](CN(C)CC2CC2)[C@@H](C)CN([C@H](C)CO)C(=O)c2cc(NC(=O)Nc3cccc4ccccc34)ccc2O1	/	3[16.7 µM]	0	-11	-0.3	-2	-4
COc1cc(CNC(=O)Nc2nc(C(N)Cc3ccc(C(F)(F)F)cc3)cs2)cc(OC)c1OC (stereo not given)	-1	-5	-1	33	0.6	13	/
COc1cccc(CC(=O)OCC(=O)NC(C)c2ccc(F)cc2)c1 (stereo not given)	4	-5	0	-39	3.6	-4	-1
CN(C)c1ccc(Cl)c(NC(N)=S)c1	-8	2	-6	0	2.0	-25	11
Cn1c(-c2sc3cc(C(F)(F)F)cnc3c2-c2ccccn2)n[nH]c1=S	-1	2	-3	12	3.0	5	-26
O=S(=O)(c1cccs1)N1CCCCN2[C@H](C1)[C@H](c1ccc(-c3ccccc3)cc1)[C@@H]2CO	/	12[16.7 µM]	-4	13	0.6	14	-4
O=C(NCc1cccnc1)c1cccc(S(=O)(=O)N2CCCC2)c1	10	/	-12	33	2.6	-3	7
O=C(NCCCN1CCCC1=O)c1cccc(NS(=O)(=O)c2ccccc2)c1	-4	-9	0	6	0.3	-2	11
CSc1ccc(CN2CCC(n3nccc3NC(=O)CCCc3ccccc3)CC2)cc1	-6	/	?	35	-4.2	/	-38
Cc1sc2ncnc(N3CCC(C(=O)NNC(=O)COc4cccc(C(F)(F)F)c4)CC3)c2c1C	-4	/	-7	-1	-2.1	4	-6
Cc1c(C(=O)OCC(=O)Nc2ccc(C(N)=O)cc2)cccc1[N+](=O)[O-]	11	/	5	0	-0.3	2	2
